# GSK3 alpha inh: human GSK-3 alpha kinase inhibition; ADP-Glo luminescence, 60 min; inhibition, % at 10 µM; 0.1% of 320,000 active; AID 2650;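 in the data active means inhibition above about 50%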;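 further: GST-tagged GSK-3 alpha with peptide substrate and 25 µM ATP; 0% = DMSO neutral wells and 100% = GW8510 positive control wells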
# Target sequence (P49840 whole entry, looked up): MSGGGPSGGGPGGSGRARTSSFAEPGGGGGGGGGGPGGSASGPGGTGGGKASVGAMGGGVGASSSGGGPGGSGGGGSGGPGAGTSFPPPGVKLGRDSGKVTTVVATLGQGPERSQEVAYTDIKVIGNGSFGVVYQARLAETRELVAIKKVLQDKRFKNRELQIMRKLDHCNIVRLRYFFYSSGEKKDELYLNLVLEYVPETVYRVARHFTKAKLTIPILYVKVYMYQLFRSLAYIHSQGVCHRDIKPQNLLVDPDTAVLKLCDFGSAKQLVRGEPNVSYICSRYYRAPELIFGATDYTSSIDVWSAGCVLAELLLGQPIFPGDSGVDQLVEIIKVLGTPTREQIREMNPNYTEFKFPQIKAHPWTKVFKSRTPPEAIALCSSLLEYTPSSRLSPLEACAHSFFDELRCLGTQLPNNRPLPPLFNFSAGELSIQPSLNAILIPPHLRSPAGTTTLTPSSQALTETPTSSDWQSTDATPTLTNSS
# KLF5 inh: kruppel-like factor 5 inhibition | DLD-1 KLF5 promoter-luciferase reporter, luminescence | AID 1700 | inhibition, % at 5 µM | 0.23% of 290,000 active;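 active means inhibition above a per-plate limit of that plate's mean compound inhibition plus 3 SD, cut at about 60% in these data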;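 further: 0% = DMSO wells and 100% = LY294002 at 200 µM; higher means less KLF5 promoter-driven luciferase light; inactives centre near -14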
# PolyA inh: inhibitors of polyadenylation in S. cerevisiae. S. cerevisiae SKY197-pL101 polyadenylation reporter, beta-gal luminescence; efflux-impaired pdr1/pdr3 knockout yeast; score 100 = 6 SD above DMSO. 0.02% of 300,000 active. AID 1875. calls only at 12 µM;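 active means lowest replicate activity score at least 50, where 100 means six control SD above control mean; inconclusive means lowest score under 50 but half or more replicates reach 50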;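 further: yeast exposed to compound for 9 h at 30 °C; higher score means more reporter readthrough which indicates perturbed polyadenylation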
# GSK3B inh: inhibitors of human GSK3beta kinase | P49841 | GST-GSK3beta kinase, ADP-Glo luminescence, 60 min; hits give low values | activity score (negative = inhibition), % at 10 µM | 0.038% of 300,000 active;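 active means more than half of replicate wells score below -50%, meaning over 50% inhibition versus plate controls; inconclusive means some replicates but at most half score below -50%; inactive means no replicate scores below -50%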;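 further: 0% = median DMSO wells and -100% = median GW8510 positive control wells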
# Target sequence (P49841 whole entry, looked up): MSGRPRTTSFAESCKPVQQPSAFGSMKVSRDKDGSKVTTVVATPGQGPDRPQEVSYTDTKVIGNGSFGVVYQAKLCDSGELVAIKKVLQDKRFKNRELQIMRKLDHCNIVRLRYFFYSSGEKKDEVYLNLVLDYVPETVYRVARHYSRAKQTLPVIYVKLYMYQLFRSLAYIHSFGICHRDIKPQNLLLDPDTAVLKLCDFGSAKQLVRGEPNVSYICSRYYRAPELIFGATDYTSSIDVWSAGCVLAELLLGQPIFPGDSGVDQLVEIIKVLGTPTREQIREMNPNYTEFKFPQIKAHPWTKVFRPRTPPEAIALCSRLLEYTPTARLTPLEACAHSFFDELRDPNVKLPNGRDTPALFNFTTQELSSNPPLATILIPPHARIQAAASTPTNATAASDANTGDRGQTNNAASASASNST
#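 Test system: GST-tagged human GSK3beta kinase, cell-free; evaluation: activity score scaled between in-plate DMSO and GW8510 controls; measured by: ADP-Glo luminescence; incubation: 60 min reaction, RT; benchmarks: DMSO and 20 µM GW8510; reagent: peptide substrate plus 25 µM ATP (final); medium: Tris/MgCl2 kinase buffer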
# HSF1 inh: HSF1 inhibition. 0.77% of 300,000 active. activity change, negative = inhibition, % at 7.5 µM (by protocol). NIH3T3-HGL HSE-luciferase, MG132-induced, luminescence 8 h; hits give low values. AID 2098;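 active means more than half of replicate wells show activity change below -50%, luminescence cut by over half; inconclusive means some wells, but at most half, below -50%; inactive means no replicate well below -50%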;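 further: luciferase reports HSF-1 transcriptional activity via heat shock element; 0% = median of DMSO wells and -100% = zero luminescence signal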
# IEC-6 tox: counter-screen for KLF5 inhibitors: cytotoxicity in IEC-6 cells; IEC-6 cytotoxicity, luminescence viability; inhibition, % at 5 µM; 0.78% of 290,000 active; AID 1825; in the data active means inhibition above about 22%;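 further: 0% = plate median of test compound wells and 100% = cytotoxic reference compound wells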
# HSF-1 act: increases HSF-1 driven luciferase reporter signal; NIH3T3-HGL HSF-1 luciferase reporter, MG132, 8 h; 100% = twice DMSO control signal; activation, % at 9 µM; 1.7% of 300,000 active;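 active means mean replicate activation of at least 50% with a set share of replicates each reaching 50%; inconclusive means only one of those two conditions met; inactive means mean below 50% and too few replicates reaching it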;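 further: 0% = median of the neutral control wells and 100% = twice that signal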
# HSP90 refold inh: HSP90 refolding inhibition in rabbit reticulocyte lysate | inhibition, % at 5.6 µM | luciferase refolding luminescence, 3 h | 0.91% of 290,000 active | AID 1789;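 active means inhibition above the screen-wide mean plus 3 SD, computed separately per campaign, cut at about 16% in these data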;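 further: 0% = DMSO wells and 100% = 60 µM geldanamycin wells; inhibitors lower the luminescence because luciferase stays unfolded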
# AI-2 QS mod: Vibrio harveyi AI-2 quorum sensing modulation | activity change, % at 7.5 µM | 0.4% of 300,000 active | Vibrio harveyi JMH597 AI-2 luminescence/OD600 ratio, 9 h; hits give low values; strain lacks LuxN and CqsS sensors; 0 = neutral-control median; in the data active means activity change below about -75%, passing the limit was not always enough; inconclusive means no clear call, values can overlap the other calls;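 further: luminescence divided by OD600 gain over 9 h not by final OD600 alone; inactives centre near 13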
# aSyn UTR inh: 5' untranslated region of α-synuclein, MLPCN primary screen; alpha-synuclein 5'UTR reporter, inhibitor activity; inhibition, % (tested at 7.5 µM); 0.82% of 300,000 active; AID 1813; in the data active means inhibition above about 60%; inconclusive means no clear call, values can overlap the other calls;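 further: H4 neuroglioblastoma cells stably carrying SNCA 5'UTR luciferase fusion; 0% = DMSO wells and 100% = positive control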
# The depositor's hits bear a star; i = inactive; ? = inconclusive; . = not tested or not shown. This is a subset; the hit share may differ from the screen's.
# The first 6 records (preview)
SMILES,GSK3 alpha inh,KLF5 inh,PolyA inh,GSK3B inh,HSF1 inh,IEC-6 tox,HSF-1 act,HSP90 refold inh,AI-2 QS mod,aSyn UTR inh
O=S(=O)(c1cccs1)N1CCN(S(=O)(=O)c2cccs2)CC1,-3,-8,i,-1,0,-6,-2,1,17,-15
CCc1nnc(NC(=O)CSc2nnc(COc3ccccc3)n2-c2ccc(C)cc2)s1,-2,10,i,0,2,-1,8,-2,24,-1
CC1CCN(C(=O)CSc2nc3cccnc3n2C)CC1,0,-11,i,-2,-1,6,5,4,13,-3
COc1ccc(OC)c(Nc2nc(-c3ccc(O)c(O)c3)cs2)c1,-1,4,i,-4,4,-4,22,-1,0,-158
OCCN1CCN(c2cc(C(F)(F)F)nc3c(F)cccc23)CC1,4,0,i,1,3,2,16,2,2,19
Fc1ccc(CSc2nc3ccccc3[nH]2)cc1,0,-158,i,-1,28,0,61*,1,-37,-155

# The listing, previewed entries included:
SMILES,GSK3 alpha inh,KLF5 inh,PolyA inh,GSK3B inh,HSF1 inh,IEC-6 tox,HSF-1 act,HSP90 refold inh,AI-2 QS mod,aSyn UTR inh
O=S(=O)(c1cccs1)N1CCN(S(=O)(=O)c2cccs2)CC1,-3,-8,i,-1,0,-6,-2,1,17,-15
CCc1nnc(NC(=O)CSc2nnc(COc3ccccc3)n2-c2ccc(C)cc2)s1,-2,10,i,0,2,-1,8,-2,24,-1
CC1CCN(C(=O)CSc2nc3cccnc3n2C)CC1,0,-11,i,-2,-1,6,5,4,13,-3
COc1ccc(OC)c(Nc2nc(-c3ccc(O)c(O)c3)cs2)c1,-1,4,i,-4,4,-4,22,-1,0,-158
OCCN1CCN(c2cc(C(F)(F)F)nc3c(F)cccc23)CC1,4,0,i,1,3,2,16,2,2,19
Fc1ccc(CSc2nc3ccccc3[nH]2)cc1,0,-158,i,-1,28,0,61*,1,-37,-155
O=C(C1CCN(Cc2ccc(F)cc2)CC1)N(CCc1ccccc1)Cc1ccccc1,-2,-9,i,-1,-10,-5,-4,5,7,11
CCOC(=O)C(C)Oc1cccc2c(=O)n(CC(=O)N3CCN(C(=O)OCC)CC3)ccc12 (centres undefined),-3,-16,i,-3,-1,-3,5,-3,25,6
O=C(Nc1ccc(N2CCCCC2)cc1)c1ccccn1,10,104*,i,-5,-67*,19,-71,92*,21,114*
Cc1ccccc1NC(=S)NC1(C)CCS(=O)(=O)C1 (centres undefined),1,-2,i,0,3,-7,-2,1,29,-11
O=C(O)c1ccc(NS(=O)(=O)c2ccc(NC(=O)c3ccccc3Cl)cc2)cc1,-4,-35,i,2,3,0,-6,-1,21,-13
Cc1ccc(NC(=O)c2ccc(S(=O)(=O)NCc3ccco3)cc2)cc1,-2,-29,i,-1,1,5,16,-2,13,-23
CCCCN=Cc1c(C)[nH]n(-c2ccccc2)c1=S,1,-17,i,-1,-8,2,-1,1,23,-26
CCN(CC)c1ccc(-c2nc3cnccn3c2NC2CCCC2)cc1,2,-17,i,-2,14,1,22,-2,32,-36
COc1ccc(C)cc1NC(=O)Nc1cccc(C(=O)O)c1,-3,-15,i,4,7,-1,-10,2,6,0
C=CCNC(=O)/C(C#N)=C/c1cc(Br)ccc1OC,3,-30,i,1,-1,-4,27,-4,12,-37
CCn1c(COc2ccc(OC)cc2)nnc1SCc1nc2ccccc2c(=O)[nH]1,-1,-24,i,2,-3,-2,8,-3,36,7
CCCn1nnc(NC(=O)c2ccc(OC)cc2)n1,-1,-72,i,0,8,2,33,4,5,-121
O=C(CN(C(=O)c1nsc(Cl)c1Cl)c1cccc(F)c1)NC1CCCC1,-2,-10,i,4,0,-9,3,-3,20,1
COc1ccc(CCCc2nnc(SCC(=O)Nc3cc(C)ccc3C)o2)cc1,-9,-5,i,2,3,-1,4,10,8,3
COc1ccc(C2c3[nH]c4ccccc4c3CCN2C(=O)c2ccc(=O)n(C)n2)c(F)c1 (centres undefined),6,-38,i,1,5,2,17,-1,31,6
CCOC(=O)c1c(C)[nH]c(C)c1C(=O)COC(=O)/C=C/c1cccc(F)c1,-6,19,i,2,4,-6,26,4,69,-20
CCOc1cc(/C=C/C(=O)c2ccc3c(c2)OCCO3)ccc1OCC(=O)N(C)C,0,-36,i,6,53,-4,68*,0,14,-185
O=C(NCC1CCCO1)c1cc2cc(Cl)ccc2[nH]1 (centres undefined),2,-70,i,-1,7,3,11,-4,-28,-60
COc1ccc(S(=O)(=O)Nc2cc(S(=O)(=O)c3ccccc3)c(O)cc2C)cc1,-1,-24,i,3,-3,0,-6,3,9,8
CC1CCN(c2nc(-c3ccccc3O)nc3ccccc23)CC1,1,1,i,0,-5,-8,0,-2,8,-42
COc1cccc(OCc2cc(C(=O)N3CCN(C)C(c4ccccc4)C3)no2)c1 (centres undefined),-3,-72,i,3,15,-1,31,-5,5,-59
CCOC(=O)CC1=CC(=O)Nc2ccccc2N1,4,-9,i,3,-3,-5,-1,-2,5,-9
O=C(CN1c2ccccc2S(=O)(=O)c2ccccc21)NCc1ccc(F)cc1,14,17,i,1,19,6,?,3,65,11
Cc1ccc(S(=O)(=O)N2CCC(=O)N(C(COCc3ccc(C(F)(F)F)cc3)Cc3ccccc3)CC2)cc1 (centres undefined),-1,-38,i,2,5,-2,-1,0,22,30
CCOC(=O)C1=C(C)N(CCCC(=O)O)C(=O)NC1c1cc2ccccc2c2ccccc12 (centres undefined),.,.,i,2,7,.,16,.,13,2
Cc1cc(C)c(C(=O)CSC2=NC(N)=C(C#N)C3(CCCCC3)C2C(N)=O)cc1C (centres undefined),10,-13,i,1,-6,-7,4,6,15,13
CCn1nc(CC(C)C)cc1C(=O)N1CCCC(Nc2ccc(OC)cc2)C1 (centres undefined),2,-12,i,0,2,-2,0,-7,13,-1
COc1cc(/C=C/C(=O)Nc2ccc3nc4n(c(=O)c3c2)CCCC4)cc(OC)c1OC,-2,-14,i,-1,5,3,0,-1,-4,0
N#CCSc1ncnc2c1cnn2CCO,0,5,i,3,-7,6,-1,0,4,-31
COc1cccc(C(=O)CSc2nnnn2C)c1,0,-4,i,.,-2,-3,-19,-1,.,-9
CCCCCCNC(=O)CCCCCNS(=O)(=O)c1ccc(Br)cc1,-3,-16,i,1,11,5,34,2,-3,8
Cc1cccc(CNC(=O)c2ccccc2N)c1,0,-38,i,-1,6,4,0,1,-11,2
CCOC(=O)C1=C(COC(=O)Cc2ccc(Br)cc2)NC(=O)NC1C (centres undefined),-2,5,i,0,13,-1,-5,1,23,-2
CCOC(=O)c1cnc2ccccc2c1Nc1cc(C(=O)O)ccc1C,-3,11,i,0,-3,-6,-10,-5,31,-25
CC(C)Cc1nnc(NC(=O)CCC(=O)Nc2ccc(Cl)cc2)s1,-1,-14,i,4,-4,-5,-9,4,22,4
Cc1nc(NS(=O)(=O)c2cccs2)c2c3c(sc2n1)CCC3,-1,-2,i,-1,-2,5,-6,2,36,3
Cc1cc(C)c(C)c(S(=O)(=O)NCC(=O)Nc2ccc(F)cc2)c1C,5,-18,i,1,-5,5,1,4,34,16
CN1CCN(c2nc(-c3ccccc3)nc(-c3ccccc3)c2C#N)CC1,-2,-19,i,-3,4,-4,6,2,33,21
Cc1c(CN2CCC(CO)(CCOc3ccccc3)CC2)c(=O)n(-c2ccccc2)n1C,-6,-19,i,1,1,-1,6,-2,8,-16
CC(=O)N1CCc2cc(Br)cc(S(=O)(=O)NCCCN3CCC(C)CC3)c21,-1,-43,.,.,.,-6,.,-4,.,.
CCN1CCN(c2nc(Nc3ccc(C)c(C)c3)nc(N)c2[N+](=O)[O-])CC1,10,-1,i,-4,-16,2,-4,0,37,-3
COc1ccc(CC(=O)NNC(=O)c2ccc(NC(C)=O)cc2)cc1,-2,-5,i,1,-6,-2,2,-6,19,19
CCC(Sc1nc2n[nH]c(C)c2c(=N)n1-c1cc(Cl)ccc1C)C(=O)N1CCOCC1 (centres undefined),20,2,i,-1,5,-2,6,0,21,41
C/C(CC1(O)C(=O)N(C)c2ccccc21)=N\O (centres undefined),-3,-20,i,-1,-3,-9,12,2,20,7
# Additional entries follow.
SMILES,GSK3 alpha inh,KLF5 inh,PolyA inh,GSK3B inh,HSF1 inh,IEC-6 tox,HSF-1 act,HSP90 refold inh,AI-2 QS mod,aSyn UTR inh
O=C(c1ccc(Cl)cc1)n1cnc2ccccc21,-2,9,i,-17,-5,-3,2,-3,15,2
CC1(C)Cc2noc(N)c2C(C)(C)N1OC(=O)c1scc2c1OCCO2,8,-9,i,-2,-10,-3,-3,-3,27,5
Cc1cccc(NC(=O)Nc2ccccn2)c1C,-6,-34,i,4,17,-7,19,-1,8,-71
CC(Oc1ccc(Cl)cc1Cl)C(=O)NCCCN1CCOCC1 (centres undefined),-1,-23,i,2,-3,1,2,-2,14,7
CCOC(=O)Cc1nn(CC)c(=O)c2ccccc12,-2,-47,i,4,24,-2,42,-1,23,12
Cc1cc(CN2C(=O)c3ccccc3C2=O)no1,-2,-17,i,0,-2,2,-17,5,12,12
CCOC(=O)N1CCN(C(=O)c2n[nH]c(=O)c3ccccc23)CC1,3,7,i,-1,-5,-3,-7,0,12,1
O=C(OCC1CCNCC1)c1ccc2c(c1)OCO2,9,-56,i,-1,-3,-3,18,1,-6,15
COc1ccc(NC(=O)CN(C)C(=O)CCCc2nc3ccccc3s2)cc1,.,.,i,9,4,.,3,.,0,-28

# Copied from the list:
# CCOC(=O)Cc1nn(CC)c(=O)c2ccccc12 in AI-2 QS mod → 23
# CCOC(=O)N1CCN(C(=O)c2n[nH]c(=O)c3ccccc23)CC1 in HSF-1 act → -7

# Shown tab-delimited: 4 of the compounds above
SMILES	GSK3 alpha inh	KLF5 inh	PolyA inh	GSK3B inh	HSF1 inh	IEC-6 tox	HSF-1 act	HSP90 refold inh	AI-2 QS mod	aSyn UTR inh
Cc1cc(CN2C(=O)c3ccccc3C2=O)no1	-2	-17	i	0	-2	2	-17	5	12	12
O=C(CN(C(=O)c1nsc(Cl)c1Cl)c1cccc(F)c1)NC1CCCC1	-2	-10	i	4	0	-9	3	-3	20	1
Cc1cccc(NC(=O)Nc2ccccn2)c1C	-6	-34	i	4	17	-7	19	-1	8	-71
CCN(CC)c1ccc(-c2nc3cnccn3c2NC2CCCC2)cc1	2	-17	i	-2	14	1	22	-2	32	-36

# Assay outcomes: PubChem BioAssay, several laboratories
